Growth percent in the NCI-60 one-dose screen (48 h, 10 µM unless noted): 100 = growth as untreated, 0 = no growth, -100 = all killed.
SK-MEL-28 – SK-MEL-28 melanoma; 4.1% of 81,000 active
HS 578T – HS 578T breast cancer; 4.1% of 78,000 active; AID 1794788
MALME-3M – MALME-3M melanoma. 5.8% of 78,000 active
SK-MEL-5 – SK-MEL-5 melanoma; 6.4% of 80,000 active; AID 1794755
UACC-62 – UACC-62 melanoma; AID 1794756; 5.4% of 81,000 active
LOX IMVI – LOX IMVI melanoma. 7.4% of 79,000 active. AID 1794757
SK-MEL-2 – SK-MEL-2 melanoma; AID 1794763; 4.7% of 77,000 active
UACC-257 – UACC-257 melanoma | 4.4% of 78,000 active | AID 1794764
* = called active by the depositor; x = no result given; & = joins results of further samples. The calls were made as follows: active = growth percent below 10; inactive = the rest.

SMILES	SK-MEL-28	HS 578T	MALME-3M	SK-MEL-5	UACC-62	LOX IMVI	SK-MEL-2	UACC-257
Cc1ccc(S(=O)(=O)N=S(CCCl)CCCl)cc1	102.5	103.1	86.3	89.9	86.6	32.4	84.6	83.0
O=S1c2ccccc2-c2ccccc21	105.3	122.8	108.2	x	113.2	97.3	102.2	104.2
c1ccc(N=PNc2ccccc2)cc1 (configuration not stated)	115.2	112.2	109.7	102.2	103.3	97.5	x	107.4
CC(C)[C@H](NC(=O)c1cn(Cc2ccccc2F)c2ccccc12)C(N)=O	110.1	95.9	103.7	x	98.6	86.8	91.2	116.3
N#CCCP(CCC#N)c1ccccc1	106.6	100.3	98.8	101.8	101.9	x	x	101.8
Cc1ccc(N)cc1	100.2	109.5	92.5	101.1	89.6	93.3	96.5	102.3
CC(C)Nc1ccc(Nc2ccccc2)cc1	85.1	17.9	43.0	57.9	65.0	14.5	80.5	47.5
CN1C(=O)C(Cc2ccccc2)C(=O)N(C)C1=O	100.0	112.8	115.6	106.2	98.3	105.1	103.3	102.8
O=C(N/N=C\c1ccc(N(CCCl)CCCl)cc1)c1cc(-c2ccccc2)nc2ccccc12	94.8	92.4	89.1	77.1	x	72.8	97.6	79.9
COc1ccccc1C=C1C(=O)NC(=S)NC1=O	118.3	105.3	x	109.1	94.8	99.5	117.9	107.0
O=C(NCCNC(=O)Nc1ccccc1S(=O)(=O)F)Nc1ccccc1S(=O)(=O)F	98.5	109.8	98.0	98.9	106.7	102.0	x	102.8
Cc1cccc2c(C)cccc12	108.8	134.8	106.7	117.8	105.8	99.4	x	103.5
NCCc1ccc(S(N)(=O)=O)cc1	99.8	90.7	103.5	99.0	105.5	97.4	75.7	66.2
C/C(=N/OC(=O)N(C)C)c1ccc([N+](=O)[O-])cc1	103.4	110.3	126.0	106.1	99.3	102.4	108.8	96.6
Brc1ccc2c(c1)c(-c1nc(-c3c[nH]c4ncccc34)cs1)cn2CCN1CCCCC1	106.0	76.7	100.3	68.2	78.2	65.4	82.7	96.7
CC1(C)N=C(N)N=C(N)N1c1ccc(CCc2ccc(Cl)cc2S(=O)(=O)F)c(Cl)c1	109.1	87.9	78.0	61.0	42.3	29.7	74.3	87.7
CCOP(=O)(OCC)/C(C#N)=C/c1cccn1N(C)C	111.7	78.9	104.8	95.1	89.1	101.9	87.1	70.9
CCCNC(=O)C(C)(C)CC(=O)N[C@H]1N=C(c2ccccc2)c2ccccc2N(C)C1=O	107.5	105.6	53.4	99.3	91.6	104.0	108.7	104.6
Cc1ccccc1OP(=S)(Oc1ccccc1C)Oc1ccccc1C	108.5	101.8	86.2	114.1	84.2	104.4	97.3	105.6
ClCCN(CCCl)c1ccc2c(c1)Cc1cc(Cl)ccc1-2	111.3	91.9	86.1	x	83.1	88.7	104.4	103.0
CN(C)C1C=CCCC1 (configuration not stated)	103.7	113.1	x	104.7	106.7	111.7	109.0	101.9
COc1ccc(CCN)cc1OC	118.7&100.8	111.6&101.7	94.9&100.2	95.0&109.8	90.9&106.4	101.3&93.1	91.0&113.4	108.3&104.1
O=P(Oc1ccccc1)(Oc1ccccc1)N1CCOCC1	100.7	92.5	80.7	100.7	95.7	99.7	113.6	99.0
O=C(O)CNCP(=O)(O)O	119.6	120.5	x	111.2	104.9	95.7	98.5	107.0
CC1CC2(C)C(CC1=O)CC(C)C1C2CCC2(C)C1CCC2(C)O (configuration not stated)	114.1	97.6	97.6	94.7	76.8	89.5	106.2	96.0

Whole records, quoted from the list. Order of screens: SK-MEL-28, HS 578T, MALME-3M, SK-MEL-5, UACC-62, LOX IMVI, SK-MEL-2, UACC-257
`Cc1cccc2c(C)cccc12` is listed with 108.8, 134.8, 106.7, 117.8, 105.8, 99.4, x, 103.5
`N#CCCP(CCC#N)c1ccccc1` is listed with 106.6, 100.3, 98.8, 101.8, 101.9, x, x, 101.8
`CC1(C)N=C(N)N=C(N)N1c1ccc(CCc2ccc(Cl)cc2S(=O)(=O)F)c(Cl)c1` is listed with 109.1, 87.9, 78.0, 61.0, 42.3, 29.7, 74.3, 87.7

Next section:
SMILES	SK-MEL-28	HS 578T	MALME-3M	SK-MEL-5	UACC-62	LOX IMVI	SK-MEL-2	UACC-257
O=P(Oc1ccccc1)(N1CCOCC1)N1CCOCC1	109.6	111.6	162.5	108.7	102.9	102.1	108.2	103.2
CCCCc1ccc(NC2=NCCCS2)cc1	110.7	65.8	90.5	80.7	83.3	77.3	54.3	128.6
C[C@]12CC[C@H]3[C@@H](CC=C4c5nc(-c6cccc(Cl)c6)sc5CC[C@@]43C)[C@@H]1CC[C@@H]2O	79.1	53.4	106.8	95.0	85.2	76.3	94.6	91.2
CCN(CC)c1ccccc1	119.6	129.2	95.2	108.8	96.7	99.8	127.9	104.2
CC(=O)c1cccc(S(=O)(=O)F)c1	119.6	96.4	98.7	109.8	103.0	90.1	91.9	99.2
CN1C2C[C@H](OC(=O)[C@H](CO)c3ccccc3)C[C@H]1[C@@H](O)C2	111.3	125.1	102.1	105.2	90.5	108.2	108.1	109.0
C[C@]12CC[C@H]3[C@@H](CC=C4C[C@@H](O)CC[C@@]43CO)[C@@H]1CC[C@@H]2O	105.8	93.6	88.0	103.2	110.9	91.8	97.4	115.5
OCCNC(Cc1ccccc1)c1ccccc1 (configuration not stated)	114.2	105.2	102.4	96.2	99.3	97.1	102.6	94.2
CCOC(=O)Nc1cc(Cl)c([N+](=O)[O-])c(NC(=O)OCC)n1	79.0	105.9	99.3	91.8	82.6	61.5	74.6	88.8
COc1ccc(NP2(=O)OCC(C)(N)CO2)cc1 (configuration not stated)	113.6	108.9	97.3	96.3	99.9	89.4	107.6	97.6
COC(=O)[C@@H](C)C[C@H](Cc1ccccc1)NC(=O)c1nc([C@@H](C[C@H](C(C)C)N(C)C(=O)[C@@H](NC(=O)[C@H]2C[C@H](O)CCN2C)C(C)C)OC(C)=O)sc1C(C)C	44.8	6.6*	28.4	-24.0*	31.3	8.2*	12.4	66.1
CC12CCC3C(CC=C4C[C@@H](O)CCC43C)C1C/C(=C\c1ccc(OCC(=O)O)cc1)C2=O (some centres not stated)	115.2	109.0	97.5	107.7	104.4	100.7	101.8	94.4
O=C(O)C(Cl)Cl	108.1	88.9	68.9	90.9	97.4	84.0	100.1	100.2
Nc1ccc2c(c1)oc1ccccc12	103.9	104.1	x	104.4	94.9	109.3	102.0	92.6
COc1cc(C=C(C#N)C#N)cc(OC)c1OC	111.8	x	119.9	102.2	104.6	103.0	124.3	89.1
BrCCN(CCBr)c1cccc(/C=C/c2ccccc2)c1	98.6	101.9	119.1	106.9	101.9	109.1	116.3	114.2
Cc1ccc2nc(Sc3sc(N)nc3C)n(-c3ccc(Cl)cc3)c(=O)c2c1	110.9	87.4	98.5	83.7	74.1	83.5	103.8	86.4
CC12NCC(Cn3c1cc1ccccc1c3=O)O2 (configuration not stated)	120.8	105.4	111.2	99.6	99.9	102.8	112.7	109.0
CCCCCCCCOP(=O)(OCCCCCCCC)N(CCO)CCO	109.8	x	102.3	99.7	103.7	95.0	100.0	112.3
O=C(CBr)Nc1ccccc1	112.9	99.9	54.7	97.3	99.6	9.1*	97.0	99.5
C=C[C@H]1CN2CC[C@H]1C[C@@H]2[C@H](O)c1ccnc2ccccc12	124.9	103.9	99.0	103.1	101.1	92.9	127.1	107.5
CCOC(=O)/C=C(/OP(=O)(OCC)OCC)c1ccccc1	104.4	102.0	105.1	107.5	96.8	99.2	108.8	103.8
C=CCC1(Cc2ccsc2)C(=O)NC(=O)NC1=O	111.1	111.6	107.1	114.4	106.1	103.0	109.7	105.1
C[C@]12CC[C@H]3[C@@H](CC=C4c5nc(-c6ccc(Br)cc6)sc5CC[C@@]43C)[C@@H]1CC[C@@H]2O	90.1	74.0	102.6	97.1	84.4	90.0	101.0	113.8
O=C1/C(=C\c2ccccc2)N2CCC1CC2	107.2&110.0	102.9&98.5	86.5&92.5	99.8&97.7	87.4&92.1	88.9&96.7	91.2&120.3	99.8&88.4

(next part)
SMILES	SK-MEL-28	HS 578T	MALME-3M	SK-MEL-5	UACC-62	LOX IMVI	SK-MEL-2	UACC-257
CCOC(=O)C(c1c(O)c2ccccc2oc1=O)c1c(O)c2ccccc2oc1=O	109.9	x	124.6	107.2	96.3	106.7	102.6	106.1
O=[N+]([O-])CC(c1ccco1)c1c(-c2ccccc2)[nH]c2ccccc12 (configuration not stated)	98.7	85.6	84.3	93.6	73.1	78.4	84.6	102.3
OCN1CCOCC1	104.6	117.0	102.9	113.7	104.3	98.6	97.7	92.5
CCNP(=S)(NCC)c1ccccc1	111.9	96.4	107.8	101.0	96.9	99.4	101.7	91.6
O=[N+]([O-])c1cc(S(=O)(=O)O)cc([N+](=O)[O-])c1Cl	110.1	86.6	128.1	104.8	104.1	99.6	105.5	98.5
Cc1cc([N+](=O)[O-])ccc1O	106.8	107.1	99.2	101.1	102.9	98.0	106.1	100.0
COc1cc2c(=O)n(C3CCCCCCC3)c3c4cc[nH]c4ncc3c2cc1OC	85.5	2.3*	62.6	64.2	89.1	41.5	78.7	93.8
O=C(CCCc1ccc(N(CCCl)CCCl)cc1)NCc1ccccc1	71.2	78.6	89.6	55.0	63.6	46.9	86.5	67.3
CCN(c1nncs1)P(=O)(N1CC1)N1CC1	112.4	105.0	107.4	104.1	84.0	97.0	112.5	95.9
Clc1ccc(CC2CCCCN2)cc1 (configuration not stated)	108.7	93.9	95.7	100.6	99.6	98.6	98.5	93.5
COc1ccc2c(c1)[C@]13CCCC[C@H]1[C@H](C2)N(C)CC3	104.4	103.1	94.6	95.6	94.3	92.7	118.4	107.0
N#CCc1c[nH]c2ccccc12	105.5	92.1	97.2	98.2	94.2	92.9	101.2	88.3
CCCCCCCCCC(=O)N1CCOCC1	106.4	95.8	123.4	93.9	103.5	97.4	108.2	100.7
CN1C(=O)C(c2ccccc2)C(=O)N(C)C1=O	107.4	x	110.5	103.0	106.5	99.2	143.0	94.6
Nc1ccccc1C(=O)OCCc1ccccc1	117.8&109.1	101.4&105.8	100.1&115.4	110.3&98.7	102.7&90.2	104.2&98.8	101.6&105.0	102.9&97.5
CCC[CH2][Sn]1([CH2]CCC)[O]C(=O)c2cccc([N+](=O)[O-])c2C(=O)[O]1	-93.3*	-11.6*	-88.4*	-89.8*	-88.3*	-72.0*	-92.0*	-94.1*
CC[C@]12C=CCN3CC[C@@]4(c5ccc(OC)cc5N(C)[C@H]4[C@@](O)(C(=O)OC)[C@@H]1OC(=O)CCC[P+](c1ccc(C)cc1)(c1ccc(C)cc1)c1ccc(C)cc1)[C@@H]32	-96.6*	-60.3*	-94.4*	-99.4*	-96.8*	-89.3*	-85.4*	-92.7*
C=CCOC(N)=O	110.2	97.2	111.5	108.2	103.3	99.9	111.0	100.2

Structures above that contain a carbonyl joined to an NH by a bond outside any ring:
SMILES	SK-MEL-28	HS 578T	MALME-3M	SK-MEL-5	UACC-62	LOX IMVI	SK-MEL-2	UACC-257
CC(C)[C@H](NC(=O)c1cn(Cc2ccccc2F)c2ccccc12)C(N)=O	110.1	95.9	103.7	x	98.6	86.8	91.2	116.3
O=C(N/N=C\c1ccc(N(CCCl)CCCl)cc1)c1cc(-c2ccccc2)nc2ccccc12	94.8	92.4	89.1	77.1	x	72.8	97.6	79.9
O=C(NCCNC(=O)Nc1ccccc1S(=O)(=O)F)Nc1ccccc1S(=O)(=O)F	98.5	109.8	98.0	98.9	106.7	102.0	x	102.8
CCCNC(=O)C(C)(C)CC(=O)N[C@H]1N=C(c2ccccc2)c2ccccc2N(C)C1=O	107.5	105.6	53.4	99.3	91.6	104.0	108.7	104.6
CCOC(=O)Nc1cc(Cl)c([N+](=O)[O-])c(NC(=O)OCC)n1	79.0	105.9	99.3	91.8	82.6	61.5	74.6	88.8
COC(=O)[C@@H](C)C[C@H](Cc1ccccc1)NC(=O)c1nc([C@@H](C[C@H](C(C)C)N(C)C(=O)[C@@H](NC(=O)[C@H]2C[C@H](O)CCN2C)C(C)C)OC(C)=O)sc1C(C)C	44.8	6.6*	28.4	-24.0*	31.3	8.2*	12.4	66.1
O=C(CBr)Nc1ccccc1	112.9	99.9	54.7	97.3	99.6	9.1*	97.0	99.5
O=C(CCCc1ccc(N(CCCl)CCCl)cc1)NCc1ccccc1	71.2	78.6	89.6	55.0	63.6	46.9	86.5	67.3
C=CCOC(N)=O	110.2	97.2	111.5	108.2	103.3	99.9	111.0	100.2

Compound activity: PubChem, NCI

An excerpt; count on the stated rates, not on these rows.
